Screening results from PubChem.
hERG WT inh = qHTS for Inhibitors of KCHN2 3.1: Wildtype qHTS. 0.37% of 340,000 active. U2OS, BacMam KCNH2, thallium flux FluxOr; stronger effect = lower value. activity change, % at 1.84 µM. AID 720551, 2013;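 active means maximum activity change below -70%; inconclusive means maximum activity change between -70% and -50%; inactive means maximum activity change above -50%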; further: on the % scale 0 is the no-effect control and ±100 the full control effect
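U2OS cells transduced with wild-type KCNH2 virus are loaded with FluxOr dye for 45 min, and thallium flux is measured in kinetic reads before and after stimulation buffer. Rate constants are normalized to DMSO controls.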
Menin-MLL TR inh = qHTS Assay for Inhibitors Targeting the Menin-MLL Interaction in MLL Related Leukemias: Competition With Texas Red Labeled MLL-derived Mutant Peptide; O00255; Menin + Texas Red MLL mutant peptide, fluorescence polarization; Potency, µM (top dose mostly 61.6 µM), inactives show at the highest dose FP activity change, negative = inhibition, usual class: inhibitors; 0.23% of 270,000 active; AID 1768, 2009; active means well fitted inhibition curve with a large enough effect in the polarisation, with a control signal flat, not every such curve was filed as active; inconclusive means small, poorly fitted or top-dose-only effect, or effect the other way, or a change in a side signal; inactive means no such curve, though single readings can be large or run the other way; the % refers to the polarisation; further: potency means the concentration at half of the fitted maximal effect; % of control where 0% means no effect; many of its hits are not listed in these tables
GALK inh = qHTS Assay for Inhibitors of Human Galactokinase (GALK). P51570. Purified GALK, Kinase-Glo residual ATP luminescence. Potency, µM (series often up to 57.5 µM), for inactives: top-dose activity change, negative = inhibition, actives largely listed as inhibitors. 0.007% of 270,000 active. AID 1868, 2009; further: potency means the concentration at half of the fitted maximal effect; on the % scale 0 is the no-effect control and ±100 the full control effect
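Luminescence from leftover ATP (Ultra-Glo luciferase/luciferin) served as read-out after a 1 h room-temperature reaction of 5 nM GALK with 35 uM ATP and 100 uM galactose.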
TSHR antag = Antagonists of the Thyroid Stimulating Hormone Receptor: HTS campaign; AID 504810, 2011; TSHR-expressing cells, TSH-stimulated cAMP HTRF, 2 h; stronger effect = lower value; activity change, negative = inhibition, % at 11.5 µM; Thyrotropin receptor (Homo sapiens), P16473; 0.2% of 330,000 active;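 active means activity change below a set negative limit, meaning inhibition stronger than a set level, cut at about -70% in these data; inconclusive means activity change between two set negative limits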; further: on the % scale 0 is the no-effect control and ±100 the full control effect
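Competitive HTRF cAMP read-out (cryptate anti-cAMP antibody, cAMP-d2; 30 min, room temperature) in freshly harvested TSHR cells. Compounds added before TSH at EC80 (4nM final), followed by 2 hours' incubation at 37 deg C.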
Mito fusion act = qHTS Assay for Small Molecule Inhibitors of Mitochondrial Division or Activators of Mitochondrial Fusion; 0.23% of 320,000 active; S. cerevisiae fusion-defective mutant growth rescue, CellTiterGlo 48 h; Potency, µM (highest dose often 46.1 µM), for inactives: at the highest dose growth rescue (activation), hits mostly activators; AID 485298, 2010;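 further: potency means the concentration at half of the fitted maximal effect; % of control where 0% means no effect; nearly all actives have a fitted effect of over 45% in size; temperature-sensitive fusion mutants such as fzo1-1 at 37 °C on non-fermentable ethanol glycerol medium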
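Temperature-sensitive fusion-defective S. cerevisiae (e.g. fzo1-1, mgm1-5) were grown with compound in YPEG medium (3% ethanol, 3% glycerol) for 48 hours at 37C. Growth rescue was measured as viability by CellTiterGlo luminescence after 10 minutes at ambient.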
USP2a inh = qHTS Assay for Inhibitors of Ubiquitin-specific Protease USP2a Using CHOP2 as the Reporter; USP2 core, Ub-CHOP2 coupled fluorogenic reporter, 485/531; Potency, µM (highest dose often 38.3 µM), without a hit: at the top dose activity change, negative = inhibition, hits mostly inhibitors; Ubiquitin carboxyl-terminal hydrolase 2 (Homo sapiens), O75604; 0.01% of 330,000 active;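 further: potency means the concentration at half of the fitted maximal effect; plate controls were DMSO wells for no effect and full inhibition by NEM control for full effect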
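Cell-free coupled assay: 10nM USP2 core preincubated 30min RT with compound in Tris-HCl pH 8.0/CaCl2/CHAPS buffer, then 25nM Ub-CHOP2 and 25nM reporter substrate; fluorescence (Ex 485/Em 531) read after 60min RT, normalized to NEM inhibition, concentration-response curves fitted.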
PKM2 act = qHTS Assay for Activators of Human Muscle isoform 2 Pyruvate Kinase. Pyruvate kinase PKM (Homo sapiens), P14618. purified PKM2, Kinase-Glo ATP luminescence, activation; response scale: 0% is enzyme alone, no compound. Potency, µM (top dose mostly 57.5 µM), without a hit: at the highest dose activation, usual class: activators. 0.34% of 260,000 active. AID 1631, 2009; further: potency means the concentration at half of the fitted maximal effect; on the % scale 0 is the no-effect control and ±100 the full control effect; nearly all actives have a fitted effect of over 55% in size
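Purified hPK-M2 (>95%) run at intermediate activity with 0.1 mM ADP and 0.5 mM PEP in 50 mM imidazole pH 7.2, KCl, MgCl2; 1 h room temperature. ATP formed read by Kinase-Glo luminescence; normalized to uninhibited and no-enzyme controls.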
Eya2 inh = qHTS Assay for Inhibitors of the Phosphatase Activity of Eya2; Protein phosphatase EYA2 (Homo sapiens), O00167; recombinant Eya2, OMFP fluorescence dephosphorylation (OMFP is methylfluorescein phosphate); Potency, µM (titrated, usually from 76.9 µM), without a hit: top-dose activity, negative = inhibition, hits mostly inhibitors; 0.006% of 330,000 active; further: potency means the concentration at half of the fitted maximal effect; on the % scale 0 is the no-effect control and ±100 the full control effect
Target sequence (O00167 whole entry, looked up): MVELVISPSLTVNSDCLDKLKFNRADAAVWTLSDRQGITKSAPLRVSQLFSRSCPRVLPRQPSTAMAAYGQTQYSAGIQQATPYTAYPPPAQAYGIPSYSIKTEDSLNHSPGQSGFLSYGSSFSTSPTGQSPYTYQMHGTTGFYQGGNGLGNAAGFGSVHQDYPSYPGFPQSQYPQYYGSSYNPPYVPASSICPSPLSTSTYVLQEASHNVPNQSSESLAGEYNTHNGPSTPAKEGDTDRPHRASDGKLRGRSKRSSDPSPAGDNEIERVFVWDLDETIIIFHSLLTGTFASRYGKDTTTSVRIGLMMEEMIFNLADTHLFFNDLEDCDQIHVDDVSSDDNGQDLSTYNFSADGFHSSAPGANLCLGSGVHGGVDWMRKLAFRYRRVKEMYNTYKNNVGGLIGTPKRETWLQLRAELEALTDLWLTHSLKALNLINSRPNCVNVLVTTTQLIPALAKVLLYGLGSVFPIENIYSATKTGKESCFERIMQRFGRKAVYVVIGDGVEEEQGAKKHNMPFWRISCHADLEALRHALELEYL
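Eya2 (0.2 uM) preincubated 10 min at ambient with compound, then OMFP substrate added at 50 uM; 10 min reaction in 50 mM HEPES pH 7.5, 50 mM NaCl, 5 uM MgCl2, 0.05% BSA, 1 mM DTT. Fluorescence read at Ex 485/Em 525 nm.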
BCR signal inh = qHTS Assay to Find Inhibitors of Chronic Active B-Cell Receptor Signaling. Potency, µM (highest dose often 46.1 µM), for the others: top-dose ratio change, negative = lower green/red ratio, actives largely listed as inhibitors. 0.05% of 340,000 active. AID 493014, 2011. ABC-DLBCL IkBa-CBG/CBR reporter, luminescence ratio, 4 h; active means well fitted inhibition curve with a large enough effect in the signal ratio, with a control signal flat, not every such curve was filed as active; inconclusive means small, poorly fitted or top-dose-only effect, or effect the other way, or a change in a side signal; the % refers to the signal ratio;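 further: potency means the concentration at half of the fitted maximal effect; plate controls were basal doxycycline-induced cells for no effect and cells given 10 µM MG132 for full effect; MG132 reads +100%, hits lower the ratio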
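Cell line TMD8 (human ABC DLBCL), stably expressing tet-inducible CBG68-IkBa fusion and CBR; IMDM/0.5% FBS; cpd up to 46 uM; dox induction, 4 h, 37C/5% CO2; dual luminescence; green/red ratio; MG132 control.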
S-ASM inh = Inhibitors of Secretory Acid Sphingomyelinase (S-ASM): qHTS; Sphingomyelin phosphodiesterase (Homo sapiens), P17405; 0.006% of 340,000 active; Potency, µM (top dose mostly 57.5 µM), for the others: top-dose activity change, negative = inhibition, most hits filed as inhibitors; placental ASM, HMU-PC fluorogenic substrate, 60 min; AID 504937, 2011; further: potency means the concentration at half of the fitted maximal effect
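Human placenta-derived ASM preincubated with compound 10 min at room temperature, then reacted with 9 uM (final) fluorogenic HMU-PC substrate for 60 min at 37 C. Stop solution raises pH to 10; fluorescence read at Ex 386/Em 447 nm.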
MBNL1-CUG inh = qHTS Assay for Inhibitors of MBNL1-poly(CUG) RNA binding | Muscleblind-like protein 1 (Homo sapiens), Q9NR56 | Potency, µM (titrated, usually from 57.5 µM), inactives show top-dose activity change, negative = inhibition, usual class: inhibitors | 0.036% of 280,000 active | TR-FRET MBNL1-His/biotin-(CUG)12 binding, 665/545 ratio; active means well fitted inhibition curve with a large enough effect in the signal ratio, with a control signal flat, not every such curve was filed as active; inconclusive means small, poorly fitted or top-dose-only effect, or effect the other way, or a change in a side signal; inactive means no such curve, though single readings can be large or run the other way; the % refers to the signal ratio; further: potency means the concentration at half of the fitted maximal effect; on the % scale 0 is the no-effect control and ±100 the full control effect
Target sequence (Q9NR56 whole entry, looked up): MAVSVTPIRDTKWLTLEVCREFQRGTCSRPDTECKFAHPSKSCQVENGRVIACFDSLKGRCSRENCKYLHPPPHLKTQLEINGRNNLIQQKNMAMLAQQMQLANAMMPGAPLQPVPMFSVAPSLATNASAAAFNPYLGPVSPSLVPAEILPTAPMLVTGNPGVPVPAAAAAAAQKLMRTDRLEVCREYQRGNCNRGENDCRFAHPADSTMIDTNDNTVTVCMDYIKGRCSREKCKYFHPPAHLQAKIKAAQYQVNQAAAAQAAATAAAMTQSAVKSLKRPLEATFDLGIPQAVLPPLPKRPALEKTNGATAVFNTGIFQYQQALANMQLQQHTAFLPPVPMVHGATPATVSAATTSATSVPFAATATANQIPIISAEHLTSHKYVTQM
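TR-FRET readout: Ex 340 nm, 665/545 nm emission ratio, normalized to buffer-only (basal) and MBNL1-(CUG)12 controls. Complex of MBNL1-His with Biotin-(CUG)12, compounds 92 nM–58 uM, incubated 60 min at room temperature.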
Starred values were filed as active, the others as inactive; i = inactive; ? = inconclusive; . = not tested or not shown; [ ] = dose if it differs, or a comment. Unless noted, the call rests on the fitted dose curve; in most records, active means well fitted curve in the direction sought with a large enough effect; inconclusive means small, poorly fitted or top-dose-only effect, or another doubt; inactive means no such curve, though single readings can be large; an effect the other way counts as inactive or inconclusive. Only part of the results is shown; count on the stated rates, not on these rows.

SMILES	hERG WT inh	Menin-MLL TR inh	GALK inh	TSHR antag	Mito fusion act	USP2a inh	PKM2 act	Eya2 inh	BCR signal inh	S-ASM inh	MBNL1-CUG inh
C=CCOC(=O)C1=C(C)NC(=O)NC1c1ccc(Cl)cc1 (stereo unspecified)	-1	-1%	2%	6	3%	-2%	0%	7%	-18%	-2%	-4%
COc1ccc(CC(NC(C)=O)C(=O)NC2CCN(S(=O)(=O)c3ccc(NC(C)=O)cc3)CC2)cc1OC (stereo unspecified)	13	-24%	0%	28	1%	3%	0%	1%	?	-4%	-8%
[O-][n+]1onc2c1CCc1nnccc1-2	-4	-13%	0%	0	2%	-1%	3%	-11%	8%	-3%	?
O=C(O)CCn1c(=O)n(CCC(=O)O)c(=O)n(CCC(=O)O)c1=O	-5	4%	4%	6	9%	-1%	-3%	0%	-2%	3%	-16%
CC[C@H]1C/C=C\Cc2ccccc2[C@@H](C(=O)C[C@@H](O)CC(C)=O)OC1=O	-6	.	.	-3	.	1%	.	0%	7%	-4%	.
Cc1cccc(NS(=O)(=O)c2ccc(C(=O)N3CC(C)OC(C)C3)cc2)c1C (stereo unspecified)	1	.	.	-7	-7%	5%	.	10%	-9%	0%	.
O=C(CCCn1c(=O)oc2ccccc21)Nc1cccnc1	-11	3%	4%	0	2%	0%	-3%	-1%	0%	0%	-6%
CCOC(=O)N1CCC2(CC1)CC(=O)c1c(ccc3oc(C(=O)O)c(C)c13)O2	-1	-3%	3%	-14	6%	1%	6%	11%	9%	255%[activator]	?
COc1cccc(C2=CC(=O)C[C@H](c3ccc(Cl)cc3)C2)c1	12	.	.	1	?	-1%	.	-19%	0%	-12%	.
CS(=O)(=O)Oc1ccc2c(c1)O/C(=C\c1cccc([N+](=O)[O-])c1)C2=O	-2	12%	1%	-10	18%	-3%	.	-7%	8%	21%	?
COc1ccc(OC)c(C=Nc2ccccc2-c2nc3ccccc3[nH]2)c1	-11	-16%	0%	-2	-1%	0%	10%	-11%	4%	i	13%
O=C(Nc1ccc(Nc2ccccc2)cc1)C(Cl)(Cl)Cl	0	?	0%	-2	?	-3%	-13%	-10%	?	-3%	.
COCCOC1CCN(C(=O)c2ccc(OC)c(OC3CCN(C(C)C)CC3)c2)CC1	4	-3%	5%	1	-1%	0%	5%	4%	3%	2%	-7%
COc1ccccc1C1=Nn2c(COc3ccccc3)nnc2SC1	.	17%	1%	-2	-9%	2%	-14%	-23%	?	.	-3%
O=C(NCc1cccnc1)c1cccc(NS(=O)(=O)c2ccc(Br)cc2)c1	3	.	.	-1	-1%	3%	.	16%	?	1%	.
CC1(NC(=O)Nc2cc([N+](=O)[O-])ccc2O)CCS(=O)(=O)C1 (stereo unspecified)	-7	.	.	7	-4%	-9%	.	-20%	?	-4%	.
CCCNS(=O)(=O)c1ccc(Oc2ncc(C(F)(F)F)cc2Cl)cc1	5	-2%	-2%	-9	17%	1%	-1%	-23%	1%	-5%	-8%
COC(=O)c1oc2ccc(Br)cc2c1NC(=O)c1ccccc1	8	28µM*	-1%	-9	-4%	1%	-10%	5%	26%	-1%	15%
COc1ccc(C(CC(=O)NCc2ccco2)c2ccc(F)cc2)cc1 (stereo unspecified)	-11	-3%	-3%	7	-8%	3%	0%	-12%	?	1%	-8%
CCc1ccc(-c2cc(C)no2)cc1S(=O)(=O)N1CCOc2ccc(C)cc21	-2	.	7%	-14	-29%	-12%	.	-4%	?	-8%	1%
N#CCC(=O)N/N=C1\CCCCC1C1CCCCC1 (stereo unspecified)	-8	-1%	0%	25	1%	2%	-3%	-21%	0%	-2%	-15%
COC(=O)c1ccccc1NC(=O)CSc1ccccn1	-1	-10%	0%	1	12%	-1%	0%	11%	2%	1%	8%
O=C(NCC1CCCCC1)c1cc(S(=O)(=O)N2CCCCC2)ccc1Cl	-1	.	.	-13	4%	2%	.	3%	2%	4%	.
Cc1c(CC(=O)NCCCC(=O)O)c(=O)oc2cc3occ(-c4ccccc4)c3cc12	-11	1%	0%	-9	2%	-2%	.	2%	?	43%[activator]	8%
CC1CCN(C(=O)CN2c3cccc4cccc(c34)S2(=O)=O)CC1	5	.	.	11	9%	1%	.	-1%	6%	37%	.
More compounds
SMILES	hERG WT inh	Menin-MLL TR inh	GALK inh	TSHR antag	Mito fusion act	USP2a inh	PKM2 act	Eya2 inh	BCR signal inh	S-ASM inh	MBNL1-CUG inh
O=C(NCCC1CCCCN1S(=O)(=O)c1cccs1)C(=O)Nc1ccccc1F (stereo unspecified)	-3	.	.	-15	3%	2%	.	3%	8%	-1%	.
C=CCn1cccc(C(=O)Nc2ccc(OC)c(OC)c2)c1=O	-1	7%	1%	-7	26%	2%	2%	-2%	?	3%	76%[activator]
COc1ccc(N(CC(=O)NCCSCc2cccc(Cl)c2)S(C)(=O)=O)cc1Cl	25	17%	0%	-12	-2%	3%	0%	-7%	1%	0%	3%
CC(C)NC(=O)N1CCC(c2nc3ccccc3s2)CC1	-9	5%	-4%	0	6%	8%	.	-6%	1%	0%	3%
COc1cc(NC(=O)COC(=O)/C=C/c2c(C)nn(-c3ccc(F)cc3)c2Cl)cc(OC)c1	i	17%	1%	4	-5%	1%	-11%	-4%	-5%	-5%	.
O=[N+]([O-])c1ccc(Oc2ccc(F)cc2Br)c2ccncc12	-1	-7%	3%	-2	-5%	1%	-3%	4%	-1%	-15%	?
Cc1ncoc1C(=O)N1CCCC(CCC(=O)NCc2ccccc2F)C1 (stereo unspecified)	-15	-4%	0%	-1	-3%	0%	9%	3%	0%	1%	7%
CC(C)OC(=O)CSc1nc2cccnc2n1-c1ccc(F)cc1	5	4%	-1%	35	5%	2%	-1%	?	-1%	1%	-12%
CCOC(=O)C1CCCN(c2ccc(NC(=O)c3snc4c(=O)[nH]c(C)nc34)cc2)C1 (stereo unspecified)	4	18%	3%	12	3%	-3%	-12%	9%	?	3%	?
COc1ccc(Cc2nnc(SCC(=O)c3cccc([N+](=O)[O-])c3)n2C)cc1	-8	-18%	-2%	5	-3%	0%	1%	5%	8%	1%	?
O=C(Nc1cc(S(=O)(=O)N2CCOCC2)ccc1N1CCOCC1)c1ccc(S(=O)(=O)N2CCCCC2)cc1	10	12%	9%	10	5%	-13%	0%	-12%	5%	-7%	1%
Cn1c2ccccc2c2cc(C(=O)N3CCN(CCO)CC3)sc21	-2	-13%	2%	-5	-5%	0%	-2%	15%	0%	2%	-10%
COc1ccccc1C(=O)Nc1ccc2c(c1)nc(CCNC(=O)c1ccco1)n2C	-8	?	-2%	2	-2%	-1%	.	6%	?	9%	1%
CCCCOc1ccc(CSCCN=C(N)N)cc1	0	-20%	5%	-1	-2%	0%	-2%	-2%	?	-1%	-7%
CC(=O)c1c(C)[nH]c(C(=O)OCC(=O)Nc2cccnc2Cl)c1C	-9	.	.	-17	.	2%	.	-1%	-11%	4%	.
COc1ccc(OC)c(C2C3=C(CCCC3=O)Nc3nnnn32)c1 (stereo unspecified)	0	-1%	0%	5	-1%	5%	7%	-4%	12%	9%	-7%
